# PTPN22 act: LYP (human) phosphatase activation | activation, % at 2 µM | Q9Y2R2 | recombinant LYP, DiFMUP fluorescence; 0 = plate median, 100 = signal doubled | hit rate 0.11% among 96,000;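 active = activation at 2 µM above a set limit, the mean plus 5 SD, cut at about 37% in these data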
# hDAT+cocaine: human DAT dopamine uptake with cocaine, either direction; Q01959; hit rate 1.3% among 110,000; LLC-PK1 hDAT cells, [14C]-dopamine uptake with cocaine IC80; actives deviate in either direction; B-score at 10 µM;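 active = Z score or B-score, a plate-position-corrected score, falls beyond the plate's 99.7% confidence bounds, in either direction; inactive = both scores lie inside the 99.7% bounds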;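 also: scored against the spread of the other compound wells on the same plate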
# PostGolgi ctrl: growth of the yeast control strain, post-Golgi counter-screen; hit rate 5% among 98,000; inhibition, % at 10 µM; efflux-deficient yeast background strain, growth absorbance A615, 16 h
# CYP2C9 inh: blocks human cytochrome P450 2C9 | CYP2C9 Supersomes, luciferin-H conversion, luminescence | inhibition, % at 5 µM | hit rate 20% among 96,000;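 active = blocking of liver enzyme CYP2C9 beyond about 50% at 5 µM, limit read from the data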; also: values of inactives mirror those of a sister screen read the other way
# PTK2B oligo ant: blocks oligomerization of human Pyk2 in cells; Q293 cells, Pyk2 FERM NanoBiT luminescence; hits give low values; Q14289; z-score (the deposit names both 25 µM and 10 µM); hit rate 0.83% among 99,000; AID 1347419;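 active = Z-score of -3 or lower, scaled per plate to the spread of control and sample wells; inactive = z-score above -3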;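 also: negative z-score means lost luminescence so less FERM oligomerization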
# Target sequence (Q14289 whole entry, looked up): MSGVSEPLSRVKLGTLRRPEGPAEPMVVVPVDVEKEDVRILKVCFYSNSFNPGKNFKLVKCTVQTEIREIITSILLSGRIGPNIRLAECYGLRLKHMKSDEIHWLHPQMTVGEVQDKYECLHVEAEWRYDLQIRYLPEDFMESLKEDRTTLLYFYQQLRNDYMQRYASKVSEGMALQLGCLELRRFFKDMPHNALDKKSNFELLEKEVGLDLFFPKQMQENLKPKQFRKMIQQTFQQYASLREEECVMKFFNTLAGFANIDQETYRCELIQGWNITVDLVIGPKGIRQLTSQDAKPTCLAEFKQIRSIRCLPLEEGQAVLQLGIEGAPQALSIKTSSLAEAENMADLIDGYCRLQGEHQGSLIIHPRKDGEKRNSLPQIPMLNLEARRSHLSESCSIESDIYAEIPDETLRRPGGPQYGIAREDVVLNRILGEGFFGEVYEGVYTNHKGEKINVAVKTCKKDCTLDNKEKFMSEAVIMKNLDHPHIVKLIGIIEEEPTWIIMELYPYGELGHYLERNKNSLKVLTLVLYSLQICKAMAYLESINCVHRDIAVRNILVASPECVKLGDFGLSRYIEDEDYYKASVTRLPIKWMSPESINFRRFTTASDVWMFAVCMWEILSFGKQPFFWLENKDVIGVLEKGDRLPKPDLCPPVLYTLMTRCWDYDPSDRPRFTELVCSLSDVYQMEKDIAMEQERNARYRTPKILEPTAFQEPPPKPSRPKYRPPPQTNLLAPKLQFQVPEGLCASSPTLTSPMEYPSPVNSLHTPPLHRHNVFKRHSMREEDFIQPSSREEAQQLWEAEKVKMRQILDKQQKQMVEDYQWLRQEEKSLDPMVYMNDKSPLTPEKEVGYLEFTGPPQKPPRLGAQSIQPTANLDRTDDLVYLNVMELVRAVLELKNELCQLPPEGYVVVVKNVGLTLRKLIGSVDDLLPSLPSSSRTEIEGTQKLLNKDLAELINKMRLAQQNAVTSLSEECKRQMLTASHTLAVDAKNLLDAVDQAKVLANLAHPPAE
# PostGolgi yeast: growth inhibition of a yeast mutant, post-Golgi transport screen; post-Golgi transport phenotypic cell assay; hit rate 0.9% among 98,000; inhibition, % at 10 µM;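 also: yeast cells grown in 1536-well plates; yeast grown about 18 h at 30C before absorbance read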
# CYP2C9 activ: CYP2C9 (human) activation. hit rate 1.4% among 96,000. activation factor at 5 µM. recombinant CYP2C9, luciferin-H conversion, luminescence; hits give high values; factor 1 = untreated enzyme, 0 = blocked;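 active = activation factor of 2 or more for CYP2C9 at a 5 µM dose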;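 also: 0 = sulfaphenazole-blocked wells and 1 = vehicle-only wells; values of inactives mirror those of a sister screen read the other way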
# E coli WT exp: blocks growth of wild type E. coli BW25113; AID 710; growth inhibition, % at 100 µM; OD600 absorbance; hit rate 0.15% among 98,000;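 active = growth inhibition above about 50% at one test dose, limit read from the data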;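 also: growth measured after 20 h incubation at 37 °C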
# LYP inh 2: blocks human PTPN22 phosphatase activity; recombinant LYP catalytic domain, DiFMUP fluorescence; inhibition, % at 2 µM; hit rate 0.21% among 96,000;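 active = inhibition at 2 µM at or above a set limit, the screen mean plus 3 SD, cut at about 24% in these data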;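 also: 0% = DMSO with enzyme and 100% = enzyme fully blocked by orthovanadate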
# Starred values were filed as active, the others as inactive; / = no result given. Rule as the data show it, unless noted: active = inhibition above about 30%; inactive = the rest. Outcome played no part in choosing rows; overall some 24% were active at least once.
SMILES,PTPN22 act,hDAT+cocaine,PostGolgi ctrl,CYP2C9 inh,PTK2B oligo ant,PostGolgi yeast,CYP2C9 activ,E coli WT exp,LYP inh 2
COCCn1nnnc1C(c1ccccc1)N1CCN(Cc2ccc3c(c2)OCO3)CC1 (centres undefined),/,-0.0095,11,0,1.4,-4,1,7,/
O=C(Nc1ccc2c(c1)OCO2)Nc1cnccn1,7,0.15,-1,17,0.02,5,0.8,-5,-12
COc1ccc(-c2noc(CCC(=O)N3CCN(c4cccc(C(F)(F)F)c4)CC3)n2)cc1,-11,-1.1,6,83*,-0.11,0,0.2,0,13
Cc1cc(=O)c2n(Cc3ccccc3Cl)nc[n+]2[nH]1,/,1,12,/,1.4,2,/,-11,/
C=CCNC(=O)c1onc(CSc2cccc(Cl)c2)c1C(=O)O,-2,0.49,10,68*,/,-2,0.3,-8,5
CN(C)CCCNc1oc(-c2ccc(Cl)cc2)nc1C#N,1,0.0095,8,/,0.17,0,/,8,-1
O=C(Nc1ccc2c(c1)oc1ccccc12)C1CC1,-2,2.6,8,0,0.83,-2,1,1,1
O=C(CCCC(=O)OCC(=O)c1cccs1)Nc1ccc(Oc2ccccc2)cc1,7,-0.26,3,34,1,5,0.7,-13,-3
CCn1c(N)c(C(N)=O)sc1=S,8,-0.63,0,8,0.07,-7,0.9,5,-12
CC1CCN(c2cc(N3CCC(C)CC3)c([N+](=O)[O-])cc2/C=C(\C#N)c2nn(-c3ccccc3)c(N)c2C#N)CC1,6,0.16,6,81*,-0.95,-10,0.2,-7,-5
O=C(NCc1ccc2c(c1)OCO2)c1ccc2c(c1)OCCO2,-7,0.83,-9,78*,0.55,-6,0.2,6,7
O=P(O)(CCc1ccncc1)CN1CCCCC1,6,-1.1,-8,-15,0.12,-4,1.1,0,-9
N#Cc1cccc(C(c2nnnn2Cc2ccccc2)N2CCCC2)c1 (centres undefined),-9,0.047,18,23,0.34,14,0.8,-2,10
O=C(COc1ccccc1)NCC(=O)NC1=NCCS1,8,-0.68,20,-6,-0.77,6,1.1,3,-9
N/C(=N\c1nc2c(c(=O)[nH]1)CCCC2)Nc1ccccc1Sc1ccccc1,6,1.9,12,63*,-1.2,1,0.4,-14,-3
COc1ccc(OC)c(S(=O)(=O)N(C)CC(=O)Nc2cc(Cl)ccc2OC)c1,-4,-0.27,3,/,-0.01,-7,/,-1,1
CC(C)(C)NC(=O)C(c1ccncc1)N(C(=O)c1csnn1)c1ccccc1 (centres undefined),/,-0.99,-1,36,0.83,21,0.6,-2,/
CCC(CC)C(=O)Nc1nnc(SCC(=O)N2CCN(c3ccccc3OC)CC2)s1,-7,1.1,-3,73*,-0.58,5,0.3,3,4
C/C(=N\NC(=O)CC1N=C(Cc2ccccc2)NNC1=O)c1ccc(C)cc1 (centres undefined),3,-1.1,1,-11,-0.12,-3,1.1,-9,0
CCC(C)C(=O)Nc1cc(OC)c(OC)cc1C(=O)O (centres undefined),-5,-0.41,11,2,-0.66,-1,1,1,5

# Structural class: the compounds so far with an aryl thioether with sulfur outside any ring.
SMILES,PTPN22 act,hDAT+cocaine,PostGolgi ctrl,CYP2C9 inh,PTK2B oligo ant,PostGolgi yeast,CYP2C9 activ,E coli WT exp,LYP inh 2
C=CCNC(=O)c1onc(CSc2cccc(Cl)c2)c1C(=O)O,-2,0.49,10,68*,/,-2,0.3,-8,5
N/C(=N\c1nc2c(c(=O)[nH]1)CCCC2)Nc1ccccc1Sc1ccccc1,6,1.9,12,63*,-1.2,1,0.4,-14,-3
CCC(CC)C(=O)Nc1nnc(SCC(=O)N2CCN(c3ccccc3OC)CC2)s1,-7,1.1,-3,73*,-0.58,5,0.3,3,4

# (more compounds)
SMILES,PTPN22 act,hDAT+cocaine,PostGolgi ctrl,CYP2C9 inh,PTK2B oligo ant,PostGolgi yeast,CYP2C9 activ,E coli WT exp,LYP inh 2
CCc1ccccc1N1C(=O)C2CC=CCC2C1=O (centres undefined),0,1.8,13,-19,-0.51,4,1.2,-9,0
COC(=O)c1ccc(C2C(C#N)=C(N)Oc3cc(C)n(C)c(=O)c32)cc1 (centres undefined),3,0.36,2,49,-0.45,-3,0.5,3,1
CN(C)S(=O)(=O)c1ccc(C(=O)Nc2ccnn2C2CCCCC2)cc1,-2,0.51,-1,63*,0.86,-3,0.4,1,-2
Cc1ccc(NC(=O)CCC(=O)NNC(=O)c2cccs2)c(C)c1,2,-0.5,2,-6,0.57,-11,1.1,0,3
O=C1/C(=C\Nc2ccc(Cl)cc2)CCN1c1ncccn1,0,0.78,5,45,0.42,-15,0.6,6,3
O=C(N/N=C\c1cc(Br)cs1)C1COc2ccccc2O1 (centres undefined),6,-0.09,37*,13,-0.11,7,0.9,-13,-4
C=CCSc1ncccc1C(=O)O,4,0.86,1,10,0.31,-8,0.9,2,-10
CCc1ccccc1OCC(=O)Nc1ccc(S(N)(=O)=O)cc1,4,-0.37,5,-34,0.87,-22,1.3,0,-8
CC(C(=O)NCc1ccccc1)N1C(=O)C2CC=C(Cl)CC2C1=O (centres undefined),-2,-0.73,12,14,0.23,0,0.9,2,6
CCCCC1CCC(C(=O)Nc2ccc(S(=O)(=O)Nc3nccs3)cc2)CC1 (centres undefined),-9,-0.35,2,22,2.2,-2,0.8,-2,10
O=S(=O)(c1ccc(Cl)cc1)N1CCCC1c1nc(-c2ccc(Cl)cc2)no1 (centres undefined),-4,1,20,/,1.2,18,/,-8,5
Cn1c(=O)[nH]c(=O)c2c1nc(N1CCC(Cc3ccccc3)CC1)n2Cc1ccccc1,-14,-0.51,2,23,/,19,0.8,-3,12
c1ccc(-c2n[nH]nc2-c2ccccc2)cc1,-8,0.94,30*,13,-0.58,23,0.9,9,10
Cc1ccc(CSc2nc3c(c(N(C)C)n2)CCCC3)cc1,18,0.35,41*,56*,0.28,-15,0.4,6,-14
NS(=O)(=O)c1ccc(S(=O)(=O)NCCc2ccccc2)cc1,3,-0.042,-2,12,2.5,-11,0.9,9,-4
Fc1ccc2nc3[nH]c4ccccc4c3nc2c1,-14,-0.015,18,8,0.76,2,0.9,-5,14
O=[N+]([O-])c1ccc(N2CCCC2)cc1NCc1ccccc1,-13,-0.22,5,/,-2.1,6,/,-1,18
Cc1ccc(CNc2oc(C)nc2C#N)cc1,-5,2,18,4,0.57,11,1,4,5
COc1cc(-c2ccc(NC(=O)CN3CCC(C)CC3)c(OC)c2)ccc1NC(=O)CN1CCC(C)CC1,4,/,8,13,0.36,-3,0.9,-8,0
COc1cccc(-c2cc(C(=O)Nc3ccc(OC)c(OC)c3)no2)c1,10,0.3,-8,0,0.25,4,1,-10,-10

# The last 3 entries of the section before lead into the next:
SMILES,PTPN22 act,hDAT+cocaine,PostGolgi ctrl,CYP2C9 inh,PTK2B oligo ant,PostGolgi yeast,CYP2C9 activ,E coli WT exp,LYP inh 2
Cc1ccc(CNc2oc(C)nc2C#N)cc1,-5,2,18,4,0.57,11,1,4,5
COc1cc(-c2ccc(NC(=O)CN3CCC(C)CC3)c(OC)c2)ccc1NC(=O)CN1CCC(C)CC1,4,/,8,13,0.36,-3,0.9,-8,0
COc1cccc(-c2cc(C(=O)Nc3ccc(OC)c(OC)c3)no2)c1,10,0.3,-8,0,0.25,4,1,-10,-10
COC(=O)C(C(=O)OC)C(C(C)C)C(C(=O)OC)C(=O)OC,8,-1.3,/,/,0.14,/,/,/,-9
CCOc1ccccc1C(=O)NC(C(=O)OCC(=O)Nc1nnc(-c2ccccc2)o1)C(C)C (centres undefined),-7,1.8,6,20,-0.06,20,0.8,4,4
Cc1cccc(NC(=O)C2CCN(S(=O)(=O)c3cccc4cccnc34)CC2)n1,0,0.097,14,-128,/,2,2.3*,8,0
C=CCNC(=O)c1cc2nc(C3CC3)cc(C(F)F)n2n1,-6,-1.2,11,40,0.56,-3,0.6,14,9
COc1ccc(-c2nc(C#N)c(N3CCOCC3)o2)cc1OC,/,0.024,2,-12,0.42,-2,1.1,0,/
CCOc1ccc(C(=O)NCCCn2ccnc2)cc1,7,0.15,0,25,0.22,15,0.8,-1,-8
CCCCOC(=O)c1ccc(NC(=O)c2nn(C)cc2Br)cc1,-18,0.54,/,/,-1.6,/,/,/,20
Cc1ccc(OCCNC(=O)c2ccco2)cc1C,0,0.46,5,10,0.84,-2,0.9,2,-1
Cc1ccc(OC(=S)Nc2ccc(F)cc2)cc1,0,0.64,/,/,0.53,/,/,/,-3
O=C(CSc1nnc(-c2ccc(Br)cc2)o1)Nc1cccc2ccccc12,1,-0.79,5,74*,-0.21,-12,0.3,0,0
COCC(=O)Nc1nnc(CCc2ccccc2)s1,-10,1.1,11,6,0.43,-4,0.9,-7,8
COc1ccc(N2CCN(C(=O)CSc3ncccc3-c3nc4ccccc4[nH]3)CC2)cc1,3,-0.075,10,24,0.81,-4,0.8,-7,-5
C=CCSc1nc(N)c(C#N)c(-c2ccc(C)cc2)c1C#N,0,-0.65,8,63*,-3.5*,3,0.4,-5,-4
CCNC(=S)Nc1cccc(Cl)c1C,-4,-0.91,4,16,-0.4,-1,0.8,2,7
Cc1cc(C)c(S(=O)(=O)N2CCC(C(=O)NCc3ccc(Cl)cc3Cl)CC2)c(C)c1,6,0.14,89*,-185,-1,100*,2.9*,-6,-5
COc1cccc(-n2c(C)nc3c(cnn3-c3ccc(C)cc3)c2=O)c1,6,-1.7,7,20,0.15,18,0.8,1,-2
O=C(CN1CCCC1)Nc1ccc(-c2nc3cc(NC(=O)CN4CCCC4)ccc3o2)cc1,1,0.7,6,0,-0.51,-1,1,11,-4
COCc1cc(=O)[nH]c(/N=C(\N)Nc2ccc(C)cc2)n1,5,0.64,-3,34,-0.13,2,0.7,5,-6
CCOC(=O)C1CCCN(Cc2c(Cl)cccc2Cl)C1 (centres undefined),-11,0.14,7,24,-0.7,-5,0.8,6,13
O=C(CCc1ccccc1)c1ccc2c(c1)OCCCO2,4,0.3,8,16,-1.1,-1,0.8,3,-3
C=CCNC(=S)Nc1sc2c(c1C(=O)OCC)CCN(C(=O)OCC)C2,-1,0.7,1,-13,-0.95,2,1.1,-1,3
COCCCn1c(SCC(=O)Nc2ccc3c(c2)OCCO3)nnc1-c1ccoc1C,0,-0.68,23,26,0.67,-3,0.7,-3,-3
CCCCc1c(O)nc(SCC(=O)NCCc2ccc(OC)c(OC)c2)[nH]c1=O,-8,0.0012,3,14,-0.56,-3,0.9,-3,7
O=C(CN1CCN(Cc2ccc(Cl)cc2)C1=O)NCCCN1CCN(c2ccc(F)cc2)CC1,2,-0.5,8,13,0.5,-1,0.9,10,-3
Cc1ccc(S(=O)(=O)N2c3cc(C)ccc3OCC2C(C)(C)C)cc1 (centres undefined),/,-1.1,2,50*,-0.57,-23,0.5,-11,/
CCCCN1C(=O)C(NC(C)=O)c2ccccc21 (centres undefined),-3,0.37,11,-14,0.07,0,1.1,3,7
COc1ccc(C2=Nn3c(nnc3-c3ccc(OC)cc3)SC2)cc1,7,0.62,42*,52*,-2,29,0.5,-1,-8
C/C(=N\OC(=O)Nc1ccc(Cl)cc1)c1ncc(C(F)(F)F)cc1N1CCOCC1,0,0.93,21,44,-0.51,-6,0.6,0,1
COc1ccc(CCN(Cc2cc3cccc(C)c3[nH]c2=O)C(=O)N2CCCC2)cc1OC,-8,0.74,0,32,1.8,-1,0.7,2,6
COc1ccccc1C1(CC(=O)O)CCOC(C(C)C)C1 (centres undefined),-2,-0.61,-2,-8,2.7,-5,1.1,5,1
CCOCCCNC(=O)CCCn1nc(C)n2c(cc3sccc32)c1=O,-7,-0.5,27,-30,/,-15,1.3,0,4
O=S(=O)(c1ccc2c(c1)OCCO2)N1CCN(Cc2ccc3c(c2)OCO3)CC1,2,0.4,31*,89*,-1.3,0,0.1,-8,4
CS(=O)(=O)N(CC(=O)N1CCN(c2ccc(F)cc2)CC1)C1CCCCC1,4,0.79,16,22,-0.16,0,0.8,-1,-7
CC(Sc1n[nH]c(=O)[nH]c1=O)C(=O)OCc1ccccc1 (centres undefined),-8,0.77,-5,-14,0.14,-2,1.1,-4,12
CCn1c(=O)c(C(=O)NCc2cccnc2)c(O)c2ccccc21,-3,-8.4*,5,72*,-0.9,3,0.3,5,1
O=C(Nc1ccccn1)Nc1cccs1,-2,-0.028,13,4,1.1,-5,1,0,1

# Compound activity (PubChem)
